Screens deposited in PubChem BioAssay by several laboratories.
Rac1 act GTP bind: GTP binding modulators of activated mutant Rac1, primary screen, biochemical, bead-based flow cytometry, multiplex, fluorescent GTP; Ras-related C3 botulinum toxin substrate 1 (Homo sapiens), P63000; GST-Rac1 activated beads; actives lie on both sides; 100% means binding = to untreated wells; percent activity (GTP binding), % at 10 µM; 0.11% of 190,000 active; AID 764, 2007;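 active = GTP binding at least 20 percentage points away from the 100% baseline, in either direction, so actives lie on both sides; inconclusive = Compound likely fluorescent itself, or too few beads counted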
HRas wt GTP bind: modulators of GTP binding to HRas wildtype, primary screen, biochemical, bead-based flow cytometry, multiplex. GTPase HRas (Homo sapiens), P01112. GST-Ras wt beads, Bodipy-FL-GTP binding; actives lie on both sides. GTP binding activity, % at 10 µM. 0.14% of 190,000 active. AID 759, 2007;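 active = GTP binding activity at least 20% away from the 100% baseline, either lowered as inhibitor or raised as activator; inconclusive = flagged as likely green fluorescent, judged across all proteins in the well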;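 also: 0% = unlabeled GTP competition control and 100% = no-compound control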
Rab7 wt modul: modulators of GTP binding to Rab7, primary screen, biochemical, wildtype, multiplex bead flow cytometry; Rab7 GTPase wild type (dog), Bodipy-FL-GTP binding; GST-Rab7 beads, fluorescent GTP binding; actives lie on both sides; untreated = 100%, excess cold GTP = 0%; GTP binding activity (percent of control), % at 10 µM; 0.055% of 190,000 active;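 active = fluorescent GTP binding to Rab7 beads changed by at least 20 points from the 100% baseline, either direction, mostly lower; inconclusive = compound itself probably fluorescent, or too few beads counted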;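 also: median green fluorescence of bound Bodipy-FL-GTP per Rab7 bead population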
Cdc42 wt: modulators of GTP binding to wildtype Cdc42, primary screen, biochemical, multiplex bead flow cytometry, Bodipy-GTP; Cell division control protein 42 homolog (Homo sapiens), P60953; GST-Cdc42 beads; actives lie on both sides; percent activity (GTP binding), % at 10 µM; 0.2% of 190,000 active;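 active = percent activity GTP binding at least 20 points away from the 100% baseline, either down as inhibitor or up as activator; inconclusive = compound flagged as likely green fluorescent from well-wide comparison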;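 also: median bead fluorescence of bound Bodipy-FL-GTP at 100 nM; 0% = excess unlabeled GTP control and 100% = no compound control; below 100% means less GTP binding so inhibitor and above means activator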
Pf gametocyte: late stage P. falciparum gametocyte viability inhibitors, primary screen, ATP luminescence, HTS; P. falciparum stage V gametocytes, 24 h; inhibition, % at 10.9 µM; 0.065% of 150,000 active; AID 743093, 2013;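 active = inhibition above the mean plus 3 SD of compounds within the control limits, set per campaign, cut at about 38% in these data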;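 also: 0% = DMSO wells and 100% = medium only without gametocytes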
ABCG2 block: ABCG2 efflux pump inhibitors, primary screen, multiplex with ABCB1, IgMXP3 cells, flow cytometry | 0.1% of 190,000 active | inhibition, % at 6.6 µM | AID 1325, 2008 | Broad substrate specificity ATP-binding cassette transporter ABCG2 (Homo sapiens), Q9UNQ0 | JC-1 efflux;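 active = inhibition above 80%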;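 also: 0% = DMSO and 100% = nicardipine control wells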
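Times: 10 min at 25 °C | Test system: Two drug-resistant human cell lines, ABCG2 and ABCB1 | Quantity: 3 million cells/mL final, two lines in 1:1 ratio | Signal: Flow cytometry, 530 nm JC-1 signal | Dosing: Compound at 6.6 µM | Controls: Nicardipine and DMSO wells | Reagent: JC-1 as fluorescent efflux pump substrate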
Mcl1 Noxa PPI: Mcl-1/Noxa binding inhibitors, primary screen, biochemical, TR-FRET, 1536-well. inhibition, % at 21.7 µM. Induced myeloid leukemia cell differentiation protein Mcl-1 (Homo sapiens), Q07820. TR-FRET Mcl-1/Noxa peptide binding, 2 h. 1.5% of 220,000 active. AID 1022, 2008;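 active = compounds that cut the protein-peptide binding signal by more than 50% relative to plate controls in a single-dose test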;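 also: His-tagged Mcl-1 with rhodamine Noxa BH3 peptide and terbium anti-His antibody; 0% = Mcl-1 plus Noxa peptide wells and 100% = peptide-only wells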
Rac1 wt GTP bind: wildtype Rac1 GTP binding modulators, primary screen, biochemical, GST-Rac1 beads, flow cytometry, multiplex | fluorescent GTP binding; actives lie on both sides; 0 = cold GTP competed, 100 = untreated | GTP binding activity (% of control), % at 10 µM | AID 757, 2007 | 0.27% of 190,000 active | Ras-related C3 botulinum toxin substrate 1 (Homo sapiens), P63000;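 active = GTP binding activity at least 20 points away from the 100% control level, either lower or higher; inconclusive = compound flagged as likely green fluorescent, judged across all proteins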
ABCB1 inh: ABCB1 efflux pump inhibitors, primary screen, cell-based, multiplex, flow cytometry, ABCG2 counter-screen; ATP-dependent translocase ABCB1 (Homo sapiens), P08183; CCRF-Adr cells, JC-1 efflux; inhibition, % at 6.6 µM; 0.067% of 190,000 active; AID 1326, 2008; in the data active = inhibition above about 40%;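 also: 0% = vehicle and 100% = reference inhibitor; higher value means more JC-1 retained so stronger ABCB1 efflux block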
Target sequence (P08183 whole entry, looked up): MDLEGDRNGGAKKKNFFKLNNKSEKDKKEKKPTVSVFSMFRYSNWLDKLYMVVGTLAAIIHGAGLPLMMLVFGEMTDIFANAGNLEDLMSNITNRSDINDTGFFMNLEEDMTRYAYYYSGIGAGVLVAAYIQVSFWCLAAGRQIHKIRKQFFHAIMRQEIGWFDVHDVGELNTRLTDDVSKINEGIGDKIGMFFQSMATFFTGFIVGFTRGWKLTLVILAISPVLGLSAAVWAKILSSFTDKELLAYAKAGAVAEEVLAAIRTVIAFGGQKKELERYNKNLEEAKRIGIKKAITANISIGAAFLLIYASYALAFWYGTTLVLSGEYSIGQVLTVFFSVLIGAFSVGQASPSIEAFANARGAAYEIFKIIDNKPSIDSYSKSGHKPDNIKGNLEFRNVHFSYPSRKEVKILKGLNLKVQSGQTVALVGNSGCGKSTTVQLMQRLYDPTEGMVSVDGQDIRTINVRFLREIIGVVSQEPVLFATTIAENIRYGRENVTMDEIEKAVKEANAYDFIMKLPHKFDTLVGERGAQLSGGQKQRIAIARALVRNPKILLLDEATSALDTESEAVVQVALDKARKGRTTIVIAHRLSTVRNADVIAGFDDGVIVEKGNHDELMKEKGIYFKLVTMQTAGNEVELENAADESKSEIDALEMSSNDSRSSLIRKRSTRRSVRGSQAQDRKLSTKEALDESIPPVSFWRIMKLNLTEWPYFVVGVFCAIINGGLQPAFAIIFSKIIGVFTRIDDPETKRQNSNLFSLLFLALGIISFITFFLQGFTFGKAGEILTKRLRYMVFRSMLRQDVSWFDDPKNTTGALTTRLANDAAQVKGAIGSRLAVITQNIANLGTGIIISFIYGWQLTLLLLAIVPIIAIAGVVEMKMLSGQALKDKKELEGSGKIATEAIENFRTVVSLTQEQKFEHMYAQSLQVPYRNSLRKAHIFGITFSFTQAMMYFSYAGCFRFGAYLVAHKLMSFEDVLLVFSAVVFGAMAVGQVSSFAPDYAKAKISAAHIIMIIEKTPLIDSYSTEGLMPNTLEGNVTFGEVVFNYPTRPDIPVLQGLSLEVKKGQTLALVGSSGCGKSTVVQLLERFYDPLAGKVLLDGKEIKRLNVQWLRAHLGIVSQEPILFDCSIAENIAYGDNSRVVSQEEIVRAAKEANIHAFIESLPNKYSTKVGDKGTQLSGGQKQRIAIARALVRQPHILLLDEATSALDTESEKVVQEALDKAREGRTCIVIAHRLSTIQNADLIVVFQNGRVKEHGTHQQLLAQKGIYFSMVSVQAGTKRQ
Rab2 wt GTP: modulators of GTP binding to Rab2A wildtype, primary screen, biochemical, dog, bead-based flow cytometry, multiplex | 0.19% of 190,000 active | Ras-related protein Rab-2A (Canis lupus familiaris), P61105 | GST-Rab2 wt beads, Bodipy-GTP binding | GTP binding activity, % at 10 µM;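 active = GTP binding activity at least 20 points away from 100%, either lowered or raised; inconclusive = signal likely due to the compound's own green fluorescence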;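 also: 0% = beads with excess unlabeled GTP and 100% = no-compound control corrected for plate trend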
Avidin fluor: green autofluorescence of compounds with avidin beads – biophysical, 488/530 nm, flow cytometry, artefact control, profiling panel. compound fluorescence 488/530 nm; stronger effect = higher value. fluorescence (KMESF) at 10 µM. 0.38% of 220,000 active; in the data active = fluorescence above about 47; also: inactives centre near 10
* hit, by the source's call; ? = inconclusive; / = no result given. An unsorted share of the library, and some 2.3% of all compounds hit somewhere here.

#1 CCOC(=O)C1CCN(c2ncnc3c2oc2ccc(Br)cc23)CC1
#2 CCn1c2c(c3cc(C(=O)O)ccc31)CCCC2=O
#3 Cc1cc(=O)oc2c(CN3CC(C)OC(C)C3)c(O)c(Cl)cc12 (centres undefined)
#4 COc1cc(C)c(C(C)C)cc1S(=O)(=O)n1cnc(C)c1
#5 COc1cccc(CN2CCN(Cc3ccc(OC)c(OC)c3)CC2CCO)c1 (centres undefined)
#6 CN(c1ccccc1)S(=O)(=O)c1ccc(Cl)c(C(=O)Nc2nc3ccccc3[nH]2)c1
#7 Cc1ccc[n+](CC(=O)Nc2cc(C(F)(F)F)ccc2N2CCOCC2)c1
#8 CCOC(=O)C1=C(C)N(C)C(=O)NC1c1cccc(O)c1 (centres undefined)

Compound	1	2	3	4	5	6	7	8
Rac1 act GTP bind	84	98	93	99	94	98	?	103
HRas wt GTP bind	86	99	94	99	97	99	?	104
Rab7 wt modul	85	97	104	97	98	95	?	103
Cdc42 wt	85	101	96	100	95	97	?	107
Pf gametocyte	/	/	4	/	-17	8	7	29
ABCG2 block	4	2	-2	-1	3	-15	0	2
Mcl1 Noxa PPI	2	8	16	-2	11	-29	3	-9
Rac1 wt GTP bind	87	97	99	100	97	99	?	110
ABCB1 inh	0.9	0.0	-0.2	0.1	2.2	-0.3	-0.3	0.3
Rab2 wt GTP	83	99	98	98	97	96	?	103
Avidin fluor	11	34	5	6	7	19	26	9

#9 CN(C(=O)COC(=O)C(Cc1ccccc1)NC(=O)c1ccccc1)c1ccccc1 (centres undefined)
#10 CC(C)NC(=O)/C(C#N)=C\c1ccc(N(C)C)c(Br)c1
#11 CCOc1ccc(N(CC(=O)NC2CCCC2)C(=O)CSc2nnc(COc3ccccc3)o2)cc1
#12 CCOC(=O)c1sc(NC(=O)CCN2CCC(C)CC2)c(C(=O)OCC)c1C
#13 CC(C)CNC(=S)Nc1ccc(S(N)(=O)=O)cc1
#14 CC(C)C(NC(=O)c1ccccc1)C(=O)NC1=NCCS1 (centres undefined)
#15 Cc1[nH]n(-c2ccccc2)c(=O)c1/C=N/n1c(C)nc2ccccc2c1=O
#16 O=C(CCc1nnc(-c2ccccc2)o1)NC1CCCCC1

Compound	9	10	11	12	13	14	15	16
Rac1 act GTP bind	98	94	100	98	103	99	99	94
HRas wt GTP bind	99	95	101	96	106	101	102	95
Rab7 wt modul	98	96	101	88	107	104	99	95
Cdc42 wt	99	94	101	100	106	105	103	97
Pf gametocyte	-7	8	/	-24	22	/	/	-7
ABCG2 block	17	10	2	8	4	1	1	1
Mcl1 Noxa PPI	0	7	7	-5	-5	17	1	10
Rac1 wt GTP bind	102	100	107	97	106	103	103	95
ABCB1 inh	1.7	0.5	1.1	4.7	0.1	0.1	0.0	0.2
Rab2 wt GTP	99	94	101	95	101	102	100	97
Avidin fluor	15	12	6	12	6	12	13	8

#17 CC(=O)N1CCC2(CC1)C/C(=N\NC(=S)Nc1ccccc1F)c1cc(O)ccc1O2
#18 COc1ccc(Br)cc1CNC(=O)CCNC(=O)Cn1ccc2ccccc2c1=O
#19 O=C(c1cnc2n(c1=O)CCS2)N(C1CCCCC1)C1CCCCC1
#20 CCN(CC)CCN1C(=O)c2ccccc2NC1c1ccc(F)cc1 (centres undefined)
#21 COC(=O)c1ccccc1NC(=O)C1CC=CCC1C(=O)O (centres undefined)
#22 CCNC(=O)c1oc2c(c1C)C(=O)CC(C)(C)C2
#23 Cn1c(C(=O)NCCc2c[nH]c3ccccc23)cc2sccc21
#24 CC(NC(=O)CN(C)S(=O)(=O)c1cnc[nH]1)c1ccccc1 (centres undefined)

Compound	17	18	19	20	21	22	23	24
Rac1 act GTP bind	94	93	96	100	100	101	95	95
HRas wt GTP bind	96	97	97	103	102	103	93	98
Rab7 wt modul	93	94	100	100	102	100	93	103
Cdc42 wt	95	93	100	105	99	104	93	96
Pf gametocyte	-15	-9	/	5	/	10	/	/
ABCG2 block	-1	0	-2	3	6	-6	7	0
Mcl1 Noxa PPI	-4	19	4	16	14	2	27	-10
Rac1 wt GTP bind	101	94	102	105	96	103	92	96
ABCB1 inh	-0.5	-0.2	-1.7	0.7	0.5	-5.1	0.7	2.0
Rab2 wt GTP	95	93	99	101	101	103	94	101
Avidin fluor	11	9	7	37	11	10	5	9

#25 COc1ccc(CC(=O)NCc2cccs2)cc1OC
#26 CN(C)CCCN(C(=O)/C=C/c1cccs1)c1nc2c(F)cccc2s1
#27 COc1cc(C2C(C#N)=C(N)Oc3cc(C)oc(=O)c32)ccc1OC(=O)N1CCOCC1 (centres undefined)
#28 Cc1nn(Cc2ccccc2)c(C)c1NC(=O)c1cc(-c2ccco2)on1
#29 O=C1CC(c2ccco2)Cc2nc(N3CCc4ccccc4C3)ncc21 (centres undefined)
#30 Cc1cc(C)n2nc(CCCCc3nc4nc(C)cc(C)n4n3)nc2n1
#31 CCn1c(SC(C)C(=O)O)nnc1-c1cccnc1 (centres undefined)
#32 O=C(NCC(=O)N(c1ccccc1)C(C(=O)NCC1CCCO1)c1ccccc1)c1ccco1 (centres undefined)

Compound	25	26	27	28	29	30	31	32
Rac1 act GTP bind	101	98	101	101	94	98	94	95
HRas wt GTP bind	103	99	106	101	94	98	101	100
Rab7 wt modul	101	101	106	100	98	96	103	98
Cdc42 wt	109	105	106	104	93	97	100	100
Pf gametocyte	/	7	15	15	/	/	8	/
ABCG2 block	4	11	1	30	2	2	1	3
Mcl1 Noxa PPI	6	25	6	3	23	12	-6	17
Rac1 wt GTP bind	109	101	106	104	98	101	105	98
ABCB1 inh	0.0	1.6	0.3	2.5	0.0	0.7	0.1	0.8
Rab2 wt GTP	102	104	106	100	94	95	100	98
Avidin fluor	8	4	8	31	5	11	15	26

#33 Nc1c(C(=O)c2ccc(Cl)cc2)sc2nc3c(cc12)CCC3
#34 O=C(O)CCCCCNS(=O)(=O)c1ccc2c(c1)OCCO2
#35 Cc1nonc1CN(C)C(=O)CC1C(=O)NCCN1Cc1ccc(F)c(F)c1 (centres undefined)
#36 CC(=O)c1sc2nc(SCC(=O)N3CCCCC3)[nH]c(=O)c2c1C
#37 CS(=O)(=O)Nc1ccccc1C(=O)Nc1cc(Cl)cc(Cl)c1
#38 CCN(CC)c1ccc(NC(=O)C2CC3CCC2C3)cc1 (centres undefined)
#39 Cc1cc(C)c(C)c(S(=O)(=O)N2CCC(C(=O)OCC(=O)N3c4ccccc4NC(=O)C3(C)C)CC2)c1C
#40 COc1ccc2c(c1)C(=O)C(=O)N2

Compound	33	34	35	36	37	38	39	40
Rac1 act GTP bind	99	99	95	92	93	95	101	100
HRas wt GTP bind	97	98	97	93	97	99	103	100
Rab7 wt modul	99	101	98	92	95	99	106	99
Cdc42 wt	97	99	93	95	97	96	103	103
Pf gametocyte	-16	12	11	-7	-15	/	-56	4
ABCG2 block	-1	0	0	0	23	1	4	0
Mcl1 Noxa PPI	14	11	7	10	24	67*	15	35
Rac1 wt GTP bind	100	100	95	96	99	92	104	102
ABCB1 inh	-0.4	0.9	-0.2	-0.1	1.4	-0.1	2.1	-0.3
Rab2 wt GTP	96	99	96	93	94	97	101	100
Avidin fluor	5	14	11	29	36	14	13	10

#41 CN(c1ccccc1)S(=O)(=O)c1cccc(NC(=O)CC(C)(C)C)c1
#42 CCOc1ccc(C2C(C#N)=C(N)Oc3n[nH]c(C)c32)cc1OC(=O)C1CC1 (centres undefined)
#43 NC(=O)Cn1c(=O)n(C2CCCCC2)c(=O)c2c3c(sc21)CCCCC3
#44 O=C(NCc1ccc(OC(F)(F)F)cc1)C1CC(c2c(Cl)cccc2Cl)=NO1 (centres undefined)
#45 CC(C)(C)NC(=O)CSc1nnc(NC(=O)c2ccccc2Cl)s1
#46 Cc1cc(C(=O)CSc2nnnn2C)c(C)n1CCc1ccc(F)cc1
#47 COc1ccccc1/C=C(/C(=O)OCC(=O)N(C)Cc1ccccc1)c1ccccc1
#48 COC(=O)c1ccc(/C=N/N2CCN(Cc3ccccc3)CC2)cc1
#49 CCOC(=O)C1CCN(C(=O)CCNC(=O)c2cc(OC)c(OC)c(OC)c2)CC1

Compound	41	42	43	44	45	46	47	48	49
Rac1 act GTP bind	102	99	97	100	96	94	98	99	99
HRas wt GTP bind	102	99	99	99	93	97	99	100	101
Rab7 wt modul	103	98	102	100	101	98	100	99	105
Cdc42 wt	103	104	98	101	86	97	106	99	102
Pf gametocyte	-17	/	/	-21	/	/	-2	-29	/
ABCG2 block	-1	0	0	0	1	1	14	1	19
Mcl1 Noxa PPI	1	17	6	-23	-3	-4	5	8	17
Rac1 wt GTP bind	104	104	103	103	96	96	103	101	103
ABCB1 inh	0.2	0.1	0.1	0.3	-0.1	-0.2	1.4	0.4	0.5
Rab2 wt GTP	103	101	96	101	90	98	96	98	100
Avidin fluor	3	2	7	30	23	23	6	9	25

Excerpt, entries 41 to 43
#41 CN(c1ccccc1)S(=O)(=O)c1cccc(NC(=O)CC(C)(C)C)c1
#42 CCOc1ccc(C2C(C#N)=C(N)Oc3n[nH]c(C)c32)cc1OC(=O)C1CC1 (centres undefined)
#43 NC(=O)Cn1c(=O)n(C2CCCCC2)c(=O)c2c3c(sc21)CCCCC3

Compound	41	42	43
Rac1 act GTP bind	102	99	97
HRas wt GTP bind	102	99	99
Rab7 wt modul	103	98	102
Cdc42 wt	103	104	98
Pf gametocyte	-17	/	/
ABCG2 block	-1	0	0
Mcl1 Noxa PPI	1	17	6
Rac1 wt GTP bind	104	104	103
ABCB1 inh	0.2	0.1	0.1
Rab2 wt GTP	103	101	96
Avidin fluor	3	2	7
